# CFTR F508del cor = CFTR F508del correction in bronchial cells. 350,000 tested, 0.36% active. AID 720511. activity (quench increase), % at 7.58 µM. CFBE cells, YFP halide quenching; stimulated with forskolin plus potentiator P3; % fluorescence drop versus neutral controls;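 active = mean added fluorescence quench of at least 8% versus neutral control, with both replicates also reaching 8%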;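 note: cells transiently co-express mutant CFTR-F508del with the halide-sensitive YFP; corrector assay measuring rescue of mutant channel to the surface after 24 h compound exposure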
# PAX8 inh HTS = lowers PAX8-driven luciferase in RMG-I cells. RMG-I TPO-luciferase reporter, SteadyGlo, 24 h. 360,000 tested, 1.2% active. inhibition, % at 12.6 µM. AID 652154;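 active = mean replicate inhibition at least 60% with every replicate also reaching 60%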;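 note: luciferase light reporting Pax8 driven TPO promoter activity; plate controls were median of neutral control wells for no effect and mitoxantrone controls for full effect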
# ERp5 block = inhibitors of human ERp5; ERp5 insulin aggregation, absorbance 650 nm, 90 min; 350,000 tested, 0.05% active; inhibition, % at 9.99 µM; Q15084;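 active = mean replicate inhibition above about 25%, with every replicate also reaching it, limit read from the data, passing the limit was not always enough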
# Target sequence (Q15084 whole entry, looked up): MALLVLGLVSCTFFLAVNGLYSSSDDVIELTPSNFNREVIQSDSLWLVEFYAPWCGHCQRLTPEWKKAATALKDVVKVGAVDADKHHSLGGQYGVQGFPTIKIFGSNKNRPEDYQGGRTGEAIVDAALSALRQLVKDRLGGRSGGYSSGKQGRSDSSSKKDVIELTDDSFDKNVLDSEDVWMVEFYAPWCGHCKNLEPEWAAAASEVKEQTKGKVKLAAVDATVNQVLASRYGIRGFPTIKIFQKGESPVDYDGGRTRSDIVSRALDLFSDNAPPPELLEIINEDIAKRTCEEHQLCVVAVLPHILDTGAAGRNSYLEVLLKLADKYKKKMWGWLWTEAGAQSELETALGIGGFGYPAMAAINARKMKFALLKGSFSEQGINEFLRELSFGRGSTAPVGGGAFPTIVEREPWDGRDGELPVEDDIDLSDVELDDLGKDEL
# Xi reactivation = activators of X-chromosome reactivation in mouse fibroblasts; XiGFP mouse fibroblasts, % GFP-positive cells imaging, 3 d; cells co-treated with 5-aza-dC sensitizer; scaled so ellipticine positive control = 100%; activation, % at 7.58 µM; 360,000 tested, 0.055% active;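 active = mean normalized replicate activation at least 10% and every replicate at or above 10%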;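 note: 0% = median of on-plate neutral control wells and 100% = ellipticine 6 µM median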
#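 System: XiGFP fibroblasts, SV40-immortalized. Medium: DMEM plus 5-aza-dC sensitizer. Doses: single point. Timing: 3 d treatment, 15 min room-temperature fixation. Control set: ellipticine 6 µM.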
# ARNT TACC3 PPI = disrupts binding between human ARNT and TACC3; Q9Y6A5; AlphaScreen His-ARNT PAS-B/GST-TACC3 binding, luminescence; TACC3 fragment carries E629A point mutation; inhibition, % at 9.99 µM; 390,000 tested, 0.66% active; AID 623870;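 active = mean inhibition of replicates at least 50% and at least half of replicates each reaching 50%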;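 note: 0% = complete ARNT plus TACC3 wells and 100% = ARNT alone without TACC3; many hits fall short of the cut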
# GSIS activator = primary screen for activators of insulin secretion dependent on glucose, INS-1E cells, GLuc reporter luminescence; INS-1E GLuc reporter insulin secretion, 2-3 h; activation, % at 16.6 µM; 370,000 tested, 0.61% active; AID 743287;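 active = lowest replicate activation of at least 40%, so every replicate reaches that level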;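 note: 0% = median of neutral control wells and 100% = median of IBMX positive control wells; some compounds called inactive have numbers as strong as hits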
# EWS-Fli block = inhibitors of EWS/Fli oncoprotein transcriptional activity; inhibition, % at 12.6 µM; AID 651661; A673 NR0B1-luciferase reporter, viability-normalised; 350,000 tested, 0.67% active;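 active = mean inhibition of at least 50% after viability correction, with every replicate also passing that limit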;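 note: firefly luciferase signal divided by Alamar Blue viability fluorescence both relative to DMSO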
# DENV2 CPE = DENV2-induced cell death inhibition | DENV2-infected cells, cytopathic effect rescue, plate reader | CPE inhibition, % at 9.99 µM | 350,000 tested, 1.7% active | AID 651640; in the data active = CPE inhibition above about 20%, passing the limit was not always enough; tested in BHK-21 cells;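 note: 0% = median of neutral control wells and 100% = median of positive control wells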
# An asterisk follows results filed as active; . = no result given.
SMILES,CFTR F508del cor,PAX8 inh HTS,ERp5 block,Xi reactivation,ARNT TACC3 PPI,GSIS activator,EWS-Fli block,DENV2 CPE
COc1ccc(NC(=O)c2cc(NC(=O)C3CCCCC3C(=O)O)ccc2N2CCOCC2)cc1 (stereo not drawn),-1.7,9,-4,-0.1,6,-18,.,2
COc1ccc(-c2cc(NC(=O)Cc3c[nH]c4ccccc34)ccc2N(C)c2cccnc2)cc1F,2.0,26,3,0.4,.,.,9,-6
Cn1ncc(Br)c1C(=O)NC12CC3CC(CC(C3)C1)C2,.,-14,-1,0.0,-3,10,-12,0
Cc1noc(C)c1S(=O)(=O)Nc1cccc2c1O[C@H](CN(C)C(=O)NC1CCCCC1)[C@H](C)CN([C@H](C)CO)C2=O,3.2,11,-9,-1.1,.,-17,-3,-2
CCNC(=S)N(CCc1c(C)[nH]c2ccc(C)cc12)Cc1ccco1,-4.2,39,3,0.0,-2,-9,16,-1
NS(=O)(=O)c1ccc(CCNC(=O)c2ccc(Cl)cc2[N+](=O)[O-])cc1,4.9,-6,-4,0.0,-5,4,-2,0
CCOC(=O)[C@H]1[C@H]2COc3ccc(OC)cc3[C@@H]2N2C(=O)c3ccc(C)cc3NC(=O)[C@@]12C,-0.7,-4,0,0.0,-2,-17,-2,.
CCNC(=O)C[C@@H]1CC[C@@H]2[C@@H](COc3ccc(NC(=O)Nc4ccccc4OC)cc3C(=O)N2C)O1,0.0,0,.,0.2,-16,0,-6,7
CCc1cnc(N2[C@H](CO)[C@@H](c3ccc(-c4cccc(F)c4)cc3)[C@@H]2C#N)s1,0.3,-7,2,-0.1,0,-16,6,-2
FC(F)(F)c1ccc(CSc2ccccn2)cc1,0.6,11,4,0.0,3,.,-43,-5
CCCC(=O)Oc1ccc2c(C)cc(=O)oc2c1,.,4,-13,0.0,0,9,-2,0
O=C(OCC(=O)N1CCN(C(=O)c2ccco2)CC1)c1cc(S(=O)(=O)Nc2ccc(Cl)cc2)ccc1O,-0.1,-8,2,0.1,-5,-18,16,1
COc1ccc2cc1Oc1ccc(cc1)C[C@H]1c3cc(c(OC)cc3CCN1C)Oc1c(OC)c(OC)cc3c1[C@@H](C2)N(C)CC3,0.3,8,4,0.0,30*,-16,14,13
Cc1ccccc1C#CC1=CC(=O)CC(C)(C)C1,-9.1,-6,-9,-0.1,.,-1,13,-6
CCOC(=O)C1=CN(Cc2cccc(F)c2)S(=O)(=O)NC1CCc1ccccc1 (stereo not drawn),1.4,9,4,-0.1,-1,-39,-22,-6
Cn1cnc(S(=O)(=O)N2CCN(c3ccc(Cl)cc3)CC2)c1,-4.3,-8,0,0.1,3,1,-5,3
Cc1ccc(S(=O)(=O)Nc2ccc3c(c2)C(=O)N([C@H](C)CO)C[C@H](C)[C@H](CN(C)C(=O)NC2CCCCC2)OCCCC[C@H](C)O3)cc1,2.0,11,5,0.1,-14,-17,1,12
O=C(NC(=S)Nc1ccccc1C(=O)O)c1ccc(-c2ccc(Br)cc2)o1,0.7,-163,-4,0.0,-9,-2,-53,-7
COc1ccc(NC(=O)Nc2ccc3c(c2)C(=O)N([C@H](C)CO)C[C@@H](C)[C@H](CN(C)Cc2ccc(C(=O)O)cc2)O3)cc1,1.8,.,4,0.6,-4,8,-15,3
Cc1cccc(NC(=O)CN(C)C(=O)/C=C/c2ccccc2)c1C,-1.7,-7,1,0.0,26,22,-9,8
Cc1cccc(NCc2ccccc2)c1,0.1,-29,-6,2.7,2,95*,1,-4
Cn1cncc1C#Cc1ccc(N2C(c3ccsc3)=Cc3ccc(F)cc3C2c2c[nH]c3ccccc23)cc1 (stereo not drawn),-1.9,8,-13,0.3,.,7,21,2
COc1ccc(OCc2nnc(SCC(=O)NC3CC3)n2C)cc1,-1.2,10,3,-0.1,7,15,.,-9
CNC[C@H]1Oc2ccc(NC(=O)CCC(F)(F)F)cc2CC(=O)N([C@@H](C)CO)C[C@@H]1C,0.7,-10,-1,-0.7,-8,44,7,4
COc1cccc(C=NCC(C)N=Cc2cccc(OC)c2O)c1O (stereo not drawn),.,13,0,0.0,28,.,1,-4
# The list goes on:
SMILES,CFTR F508del cor,PAX8 inh HTS,ERp5 block,Xi reactivation,ARNT TACC3 PPI,GSIS activator,EWS-Fli block,DENV2 CPE
COCC(=O)Nc1ccc2c(c1)[C@@H]1C[C@@H](CC(=O)N3CCOCC3)O[C@H](CO)[C@@H]1O2,-2.2,17,0,0.0,7,43,-4,6
Cc1csc(NC(=O)C2CC(=O)N(Cc3ccco3)C2)n1 (stereo not drawn),-1.1,-1,-6,0.0,4,1,7,.
NS(=O)(=O)c1cccc(NC(=O)CCCC2CCCCC2)c1,1.7,7,-8,0.0,-8,-5,-47,8
CC1CCCCC1NC(=O)C(C)N1C(=O)c2ccccc2C1=O (stereo not drawn),-1.4,-6,2,0.0,.,1,-3,-9
COc1ccc(C(=O)NC2CCN(S(=O)(=O)c3ccccc3F)CC2)cc1,-3.9,4,2,0.2,-16,2,0,6
COc1ccc(S(=O)(=O)Nc2ccc3c(c2)C(=O)N([C@H](C)CO)C[C@@H](C)[C@@H](CN(C)C(=O)Nc2ccccc2)O3)cc1,-2.3,-1,6,1.1,6,-2,-5,-2
CCC(=O)Nc1ccc2c(c1)C(=O)N(C)C[C@H](OC)[C@H](C)CN(CCC(F)(F)F)[C@H](C)CO2,-0.3,-9,6,0.1,6,-5,-2,-10
Cc1ccc(C(=O)Nc2ccc(N3CCCC3)cc2)cc1,0.5,-148,-4,0.0,-7,9,-114,5
C[C@@H]1CCCCO[C@@H](CN(C)C(=O)Nc2ccc3c(c2)OCO3)[C@@H](C)CN([C@H](C)CO)C(=O)c2cc(NC(=O)CCCN(C)C)ccc2O1,-1.0,-17,-1,0.0,28,9,-12,-19
O=S(=O)(c1ccc(Cl)cc1)N1CCN(Cc2ccc(O)c3ncccc23)CC1,0.8,50,-4,6.3,41,-10,8,0
COc1ccc(N2CCN(C(=O)NCc3ccc(OC)c(OC)c3)CC2)cc1,0.1,-5,-2,0.0,-3,11,-5,-4
Cc1cc(C)c2ccc(Cl)cc2n1,1.0,10,-2,-0.1,-13,9,-4,-1
O=C(C[C@@H]1CC[C@@H](NC(=O)NC2CCCCC2)[C@@H](CO)O1)NCc1ccc(F)cc1,0.7,4,-1,0.2,-4,6,3,39*
COC(=O)C(C#N)C(c1cccnc1)c1c(C)[nH][nH]c1=O (stereo not drawn),-1.3,.,-5,.,-19,-18,1,-6
O=C(Cc1ccccc1)NCc1ccc(-n2cccc2)cc1,.,1,0,0.5,.,-1,37,-3
COc1ccc2c3c(n(C)c2c1)[C@@H](CO)N(C(C)=O)CC31CCN(Cc2ccccc2OC)CC1,-1.4,.,0,0.0,.,12,-5,0
O=C(O)CCCCCn1c(SCC(=O)Nc2ccc(F)cc2)nc2ccsc2c1=O,0.2,5,0,0.4,-2,11,-5,-1
C/C=C/c1ccc([C@H]2[C@@H](CO)N(C(=O)C3CCC3)C23CN(S(=O)(=O)CC)C3)cc1,-2.6,9,3,0.0,.,6,5,8
CNC[C@H]1Oc2ccc(NS(=O)(=O)c3cccs3)cc2CC(=O)N([C@H](C)CO)C[C@H]1C,-1.3,.,3,0.5,-1,23,-5,15
Clc1ccc(-c2nnc(-c3ccc4ccccc4c3)o2)cc1,-0.9,-44,-2,0.1,-4,4,-85,-4
Cc1cc(C)n2nc(C(=O)OCC(=O)N(CC(C)C)C3CCS(=O)(=O)C3)nc2n1 (stereo not drawn),-2.6,.,5,0.1,-2,-13,-7,4
C[C@@H]1CN([C@@H](C)CO)C(=O)c2cccc(NS(C)(=O)=O)c2O[C@H]1CN(C)Cc1ccc(C(F)(F)F)cc1,0.1,-4,-2,0.0,3,-5,-1,-4
Cc1cccc(-n2nc3c(c2NC(=O)c2ccco2)CS(=O)(=O)C3)c1C,4.1,8,4,0.3,7,9,6,-4
N=c1c2c(ncn1Cc1ccco1)Oc1ccc3ccccc3c1C2c1ccccc1 (stereo not drawn),.,47,.,0.2,-5,-31,.,.
COc1ccc(-n2cc(CN3CCCC3)c(-c3cccc(F)c3)n2)cc1,0.4,-5,-1,0.1,7,-6,-9,-2
CC(C)c1ccc(/C=C2\SC(=O)N(CC(=O)NC3CCS(=O)(=O)C3)C2=O)cc1 (stereo not drawn),-0.6,-81,0,0.2,-4,-30,-80,5
COc1ccccc1CNC(=O)C[C@H]1C[C@@H]2c3cc(NC(=O)Nc4ccccc4F)ccc3O[C@@H]2[C@H](CO)O1,-2.7,0,7,0.3,-8,13,-3,9
